Assay outcomes (PubChem)
BAZ2B inh = inhibitors of human BAZ2B bromodomain; Q9UIF8; AlphaScreen BAZ2B-H3K14Ac peptide displacement; Potency, µM (doses to about 114 µM), for the others: at the highest dose activity change, negative = inhibition, usual class: inhibitors; 360,000 compounds, 4.4% hits; AID 504333; note: potency is the fitted concentration of half-maximal effect; % is set by controls: 0 for no effect and ±100 for the full control effect; nearly all actives have a fitted effect of over 60% in size
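AlphaScreen displacement: compounds (up to 110uM) incubated 30 min at room temperature with a preformed 50 nM BAZ2B/50 nM biotinylated H3K14Ac peptide complex in PBS pH 7.4 with Tween-20. Donor and acceptor beads at 10 ug/mL final added, 20 min light-protected before reading.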
Pin1 inh = blocks the human prolyl isomerase Pin1. Q13526. Pin1 FP peptide displacement, HiFluor488, 10 min. Potency, µM (titrated, usually from 115 µM), without a hit: top-dose activity, negative = inhibition, usual class: inhibitors. 390,000 compounds, 0.009% hits; active = well fitted inhibition curve with a large enough effect in the polarisation, with a control signal flat, not every such curve was filed as active; inconclusive = small, poorly fitted or top-dose-only effect, or effect the other way, or a change in a side signal; inactive = no such curve, though single readings can be large or run the other way; the % refers to the polarisation; note: potency is the fitted concentration of half-maximal effect; % is set by controls: 0 for no effect and ±100 for the full control effect
Target sequence (Q13526 whole entry, looked up): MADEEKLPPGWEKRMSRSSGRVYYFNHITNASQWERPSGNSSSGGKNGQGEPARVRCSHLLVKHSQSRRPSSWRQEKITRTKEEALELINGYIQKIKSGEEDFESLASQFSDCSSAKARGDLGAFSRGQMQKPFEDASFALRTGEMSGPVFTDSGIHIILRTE
GLS inh = inhibitors of human glutaminase (GLS); O94925; GLS enzymatic activity, qHTS titration; Potency, µM (titrated, usually from 45.5 µM), for inactives: top-dose activity change, negative = inhibition, actives largely listed as inhibitors; 410,000 compounds, 0.21% hits; note: potency is the fitted concentration of half-maximal effect; % is set by controls: 0 for no effect and ±100 for the full control effect
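Read-out is an Amplex red fluorescence increase coupled through glutamate oxidase and HRP, measured before and after 30 min room-temperature incubation. hKGA is in 45 mM KH2PO4 (pH 8.2) with 0.02% Tween-20; glutamine added as 1mM solution.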
ERG-DNA inh = blocks human ERG Ets domain binding to DNA; fluorescence polarization, His-ERG Ets domain / labelled DNA; AID 624246; Potency, µM (series often up to 76.9 µM), without a hit: at the highest dose FP activity, negative = inhibition, actives largely listed as inhibitors; 370,000 compounds, 0.028% hits; P11308; active = well fitted inhibition curve with a large enough effect in the polarisation, with a control signal flat; inconclusive = small, poorly fitted or top-dose-only effect, or effect the other way, or a change in a side signal; inactive = no such curve, though single readings can be large or run the other way; the % refers to the polarisation;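 note: polarization taken with two DNA probes labelled with fluorescein and Texas red; potency is the fitted concentration of half-maximal effect; % of control where 0% means no effect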
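His-tagged ERG Ets domain (1 uM in the protein solution; 300mM KCl, 50mM Tris-HCl, 1mM EDTA, 1mM DTT, pH 7.5) received compound, then a probe mix of 5 nM fluorescein-DNA and 100nM Texas-615-DNA. Fluorescence polarization was read for both dyes.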
HP1b chromo inh = inhibitors of HP1-beta chromodomain binding to methylated histone tails; 390,000 compounds, 0.56% hits; Potency, µM (highest dose often 114 µM), for inactives: at the highest dose activity change, negative = inhibition, most hits filed as inhibitors; AlphaScreen HP1-beta / biotin-H3K9me3 peptide binding; AID 540317; note: potency is the fitted concentration of half-maximal effect; nearly all actives have a fitted effect of over 70% in size; inactives centre near 23
Target sequence (P83916 whole entry, looked up): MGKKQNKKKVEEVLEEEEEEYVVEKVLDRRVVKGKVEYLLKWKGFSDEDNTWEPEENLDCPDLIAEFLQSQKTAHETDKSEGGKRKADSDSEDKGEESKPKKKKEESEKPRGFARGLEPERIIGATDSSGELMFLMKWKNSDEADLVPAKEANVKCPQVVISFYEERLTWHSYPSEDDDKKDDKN
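HP1-beta protein (50 nM final) preincubated 30 min at room temperature with biotinylated H3(1-18)K9me3 peptide (50 nM) in PBS pH 7.4, 0.01% Tween-20, then compound added for 30 min. AlphaScreen streptavidin donor/nickel chelate acceptor beads (10 ug/mL final), 30 min dark, luminescence read.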
PI4K2A inh = inhibitors of human PI4K2A | purified PI4K2A, ADP-Glo luminescence, 1 h; active compounds read low | activity change, negative = inhibition, % at 76.9 µM | 420,000 compounds, 0.13% hits | AID 1346378; in the data active = activity change below about -50%; inconclusive = mostly about -30% to -49%;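 note: -100% = wells without enzyme as full effect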
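PI4K2A activity was measured by ADP-Glo luminescence: enzyme (4 ug/mL stock) and phosphatidylinositol (1.2 mM stock) in Tris pH 7.5/MgCl2/EGTA/Triton X-100 buffer were reacted with ATP (300 microM stock) for one hour at ambient temperature.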
G9a inh = inhibitors of human histone lysine methyltransferase G9a; Q96KQ7; G9a H3K9 monomethylation, AlphaScreen, 2 h; 350,000 compounds, 8.8% hits; Potency, µM (doses to about 102 µM), inactives show at the highest dose activity, negative = inhibition, most hits filed as inhibitors; note: potency is the fitted concentration of half-maximal effect; % is set by controls: 0 for no effect and ±100 for the full control effect; nearly all actives have a fitted effect of over 75% in size
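Readings reflect AlphaScreen signal from monomethyl-H3K9 antibody detection. HMT at 20 nM; substrate b-H3K9 500 nM; cofactor SAM 20 uM; 2 h RT reaction; compounds tested as titrations in qHTS with 15 min preincubation.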
JMJD2A Tudor inh = blocks the human JMJD2A Tudor domain. AID 504339. AlphaScreen JMJD2A-Tudor / H3K4me3 peptide binding. Potency, µM (highest dose often 114 µM), for the others: at the highest dose activity change, negative = inhibition, most hits filed as inhibitors. 390,000 compounds, 4.4% hits; note: potency is the fitted concentration of half-maximal effect; % is set by controls: 0 for no effect and ±100 for the full control effect; nearly all actives have a fitted effect of over 50% in size
PGK inhibitor = blocks T. brucei phosphoglycerate kinase. P07378. 380,000 compounds, 0.043% hits. PGK/GAPDH coupled, Kinase-Glo luminescence, 60 min. Potency, µM (doses to about 57.5 µM), inactives show at the highest dose activity change, negative = inhibition, hits mostly inhibitors. AID 602233; note: potency is the fitted concentration of half-maximal effect; % is set by controls: 0 for no effect and ±100 for the full control effect; nearly all actives have a fitted effect of over 60% in size
Target sequence (P07378 whole entry, looked up): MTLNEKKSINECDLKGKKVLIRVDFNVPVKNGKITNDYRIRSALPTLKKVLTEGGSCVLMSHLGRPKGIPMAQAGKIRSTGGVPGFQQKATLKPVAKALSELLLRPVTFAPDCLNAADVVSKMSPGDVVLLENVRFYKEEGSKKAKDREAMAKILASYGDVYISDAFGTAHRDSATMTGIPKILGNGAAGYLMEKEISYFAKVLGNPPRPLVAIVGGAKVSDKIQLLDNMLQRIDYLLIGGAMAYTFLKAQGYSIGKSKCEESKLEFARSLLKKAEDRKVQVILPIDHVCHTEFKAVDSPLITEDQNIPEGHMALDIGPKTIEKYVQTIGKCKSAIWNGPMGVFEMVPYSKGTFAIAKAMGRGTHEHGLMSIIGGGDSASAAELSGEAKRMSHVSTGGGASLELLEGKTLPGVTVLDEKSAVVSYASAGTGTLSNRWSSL
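Recombinant glycosomal PGK reaction used 1,3-bisphosphoglycerate generated in-well by GAPDH (100nM final) in 100mM TEA pH 7.6, 5mM MgCl2, 0.01% Tween-20. After 60 minutes at room temperature, ATP was read by Kinase-Glo Plus luminescence end-point.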
An asterisk follows results filed as active; i = inactive; ? = inconclusive; . = no result given; & = joins results of further samples; [ ] = another dose, or the depositor's remark. Unless noted, calls come from the whole dose curve; as a rule, active = well fitted curve in the direction sought with a large enough effect; inconclusive = small, poorly fitted or top-dose-only effect, or another doubt; inactive = no such curve, though single readings can be large; an effect the other way counts as inactive or inconclusive.

SMILES | BAZ2B inh | Pin1 inh | GLS inh | ERG-DNA inh | HP1b chromo inh | PI4K2A inh | G9a inh | JMJD2A Tudor inh | PGK inhibitor
CCOC(=O)c1ccc(N2C(=O)C(C)=C(C)C2=O)cc1 | . | 0% | 8% | -2% | 15% | 4 | 25%[59 µM] | -10% | -3%
CCNC(=O)CSc1nc2ccccc2c(=O)n1-c1cc(OC)ccc1OC | 4% | 4% | 0% | -1% | 14% | -9 | -2% | -11% | 7%
CCOc1ccccc1NC(=S)NCCCn1ccnc1 | ? | -5% | 5% | -10% | 31% | -3 | 1% | -14% | -10%
Cc1cccc(-n2c(C)cc(C)c(C#N)c2=O)c1 | -5% | 0% | 3% | -1% | 15% | 3 | 8% | -1% | 12%
Cc1ccn2c(=O)c(C(=O)Nc3ccc(F)c(C(F)(F)F)c3)cnc2c1 | 0% | 28% | -11% | -3% | 25% | -4 | -27%[59 µM] | -20% | 2%
COC(=O)c1ccc(C(=O)OC)c(NC(=O)c2ccc(-c3ccccc3)s2)c1 | 20% | 5% | -3% | 2% | 67%[activator] | -5 | 24%[59 µM] | 0% | -4%
O=C(COC(=O)c1cc(-c2cccs2)nn1-c1ccccc1)Nc1ccc(F)c([N+](=O)[O-])c1 | 12% | 3% | 4% | 0% | 2% | 1 | -10%[59 µM] | -25% | .
CC(C)N(Cc1nc(COc2ccccc2)no1)Cc1nccn1C | -6% | 2% | 3% | -2% | 7% | 2 | 7% | -14% | 5%
O=C(c1ccccc1)c1ccc(OCC(O)CN2CCN(S(=O)(=O)N3CCCCC3)CC2)cc1 (stereo unspecified) | -2% | 9% | -13% | 1% | 23% | -1 | 8% | -29% | -5%
O=C1CC(c2ccc(F)cc2)CC(O)=C1C=NCCN1CCNCC1 (stereo unspecified) | . | -4% | 9% | 7% | 40%[activator] | -1 | . | -6% | -8%
O=C(CNC(=O)c1ccccc1Br)N/N=C/c1cccs1 | 2% | -9% | 3% | 9% | 50%[activator] | -2 | 3% | -18% | -3%
CN1C(=O)c2ccccc2C(C(=O)O)C1c1cccc(Cl)c1 (stereo unspecified) | -1% | ? | 11% | 0% | -6% | -2 | -10% | -12% | i
Cn1c(-c2ccc(Br)o2)nc2cc(Br)ccc21 | -34% | 19% | 6% | 5% | 10% | -6 | ? | -17% | -4%
Cc1ccsc1CN(C)C(=O)CN1C(=O)NC2(CCCc3ccccc32)C1=O (stereo unspecified) | 13% | -1% | -1% | -4% | 28% | -4 | 5%[12.7 µM] | -11% | -10%
Cc1cc(C)n(CCC(=O)N/N=C/c2cccc([N+](=O)[O-])c2)n1 | -2% | 3% | 6% | 2% | 39% | 0 | 0% | -8% | 4%
CCCN(C(=O)Cn1ncc2c([nH]c3ccc(C)cc32)c1=O)c1ccccc1C | 2%[57.1 µM] | 14% | -2% | 4% | 6% | 0 | -5%[59 µM] | -26% | -2%
O=C(CNC(=O)c1ccccc1F)c1ccccc1 | 0% | -5% | 4% | -8% | 27% | 1 | -5% | -3% | -9%
CC1CC(=O)C=C(O)C1C(=O)OC(C)(C)C (stereo unspecified) | -22% | -3% | 6% | -8% | 7% | -3 | -5%[12.7 µM] | -1% | -8%
CCSc1ncc(Cl)c(C(=O)Nc2sc3c(c2C(=O)NCc2cccnc2)CCCC3)n1 | 5% | 1% | 5% | . | 10% | -3 | 26%[59 µM] | 100µM* | .
c1ccc(C2=Nc3ccccc3NC(c3ccccc3)C2)cc1 (stereo unspecified) | 10% | ? | 7% | -5% | 21% | 16 | 35µM* | 0% | -8%
CC(C)Cn1c(=O)c2ccccc2c2ccccc2c1=O | 65%[activator] | 10% | -5% | . | 126%[activator] | -4 | 36%[59 µM] | 90%[activator] | -11%
CCN(CC)Cc1c(C(=O)OC)nnn1-c1nonc1N | 5% | 1% | -5% | -6% | -4% | 9 | -50%[59 µM] | -12%[11.4 µM] | 0%
Nc1nc2ccccc2n1C(=O)c1cccs1 | ? | -3% | 0% | -7% | 41%[activator] | -8 | -50% | -8% | -3%
CCOC(=O)CCNC(=O)Nc1ccc2nc(C)n(Cc3ccccc3Cl)c(=O)c2c1 | 0% | 10% | -5% | 6% | 3% | 3 | ? | -15% | .
COc1cc(NC(=O)c2cncc(-c3ccc(C#N)cc3)c2)cc(C(=O)Nc2cccc(C(F)(F)F)c2)c1 | -13% | 6% | 5%&0% | 1% | 35% | -4&-4 | -33%[59 µM] | -14% | -6%&-1%
COc1ccc(CN(C(=O)Nc2cc(C)ccc2C)C2CCN(C(C)=O)CC2)cc1 | 1% | -10% | -2% | 0% | 17% | 0 | 11%[59 µM] | -11% | 7%
Cc1cc(N2C(=O)C(=O)/C(=C(/O)c3ccccc3)C2c2cccs2)no1 (stereo unspecified) | 7% | 1% | 0% | -6% | 37% | 0 | ? | -5%[11.4 µM] | -4%
O=C(Nc1ccc(Cl)cc1Cl)c1ccc2c(=O)n3c(nc2c1)CCC3 | 0% | 23% | 10% | 2% | 11% | 0 | 3%[0.501 µM] | -20% | 4%
COc1ccccc1NC(=O)NC(=O)N(C(C)C)S(C)(=O)=O | -3% | -4% | 5% | 4% | 30% | -6 | ? | -1% | -9%
CCCCC(=O)Nc1ccc(C(=O)Nc2cc(C(F)(F)F)ccc2Cl)cc1 | -6% | 28% | 3% | -16% | 22% | -3 | 7%[59 µM] | 1% | -8%

The listing continues:
Molecule | BAZ2B inh | Pin1 inh | GLS inh | ERG-DNA inh | HP1b chromo inh | PI4K2A inh | G9a inh | JMJD2A Tudor inh | PGK inhibitor
O=C(C1CCCN(Cc2ccccc2F)C1)N1CCCC1 (stereo unspecified) | 56µM* | -2% | -1% | 13% | ? | -4 | 40µM* | 28µM* | -1%
COc1ccc(CCNC(=O)C(CCC(N)=O)NS(=O)(=O)c2ccc(Cl)cc2)cc1OC (stereo unspecified) | -1% | 0% | 5% | -1% | 18% | 2 | -46% | -16% | 3%
CCc1nn(C(CC)C(=O)NCCCN2CC(C)CC(C)C2)c(=O)c2cc3oc(C)cc3n12 (stereo unspecified) | -5% | -7% | -1% | 0% | 31% | 4 | ? | -9% | -2%
COc1ccc(C2=NOC(C(=O)Nc3cccnc3)C2)cc1 (stereo unspecified) | 5% | -6% | 4% | -1% | 9% | 5 | 1%[12.7 µM] | -14% | -2%
Cc1ccccc1-c1cc(C(=O)NCc2cccc(C(F)(F)F)c2)nn1CC1CC(c2cccc([N+](=O)[O-])c2)=NO1 (stereo unspecified) | -3% | ? | -2% | 6% | 37% | 0 | -4%[2.33 µM] | -23% | 9%
COc1ccc2nc(/N=C(\N)NC(=O)Nc3ccccc3)nc(C)c2c1 | -11% | -3% | 0% | 13% | 22% | -2 | -48%[59 µM] | -28% | i
Cc1ccc(-c2n[nH]c(=O)c3ccccc23)cc1S(=O)(=O)NCCN1CCOCC1 | 12% | -7% | 1% | 12% | 39% | -3 | 13%[59 µM] | -19% | -4%
Cc1ccccc1N1CCN(C2CCCN(C(=O)CCC(F)(F)F)C2)CC1 (stereo unspecified) | 10% | 3% | 2% | 1% | 38% | 0 | 17%[0.501 µM] | 6% | -6%
COc1ccc(NC(=O)COC(=O)[C@@H]2CCCN2C(=O)c2cccs2)c(OC)c1 | 7% | ? | -1% | 10% | 16% | -7 | 6%[12.7 µM] | 26% | 4%
CCC(C)NC(=O)C1CCN(S(=O)(=O)c2ccc3c(ccn3CC)c2)CC1 (stereo unspecified) | -2% | 3% | 5% | -1% | 27%[57 µM] | -3 | 0%[59 µM] | 4% | -10%

Exported field by field: entries from further up.
> O=C(C1CCCN(Cc2ccccc2F)C1)N1CCCC1 (stereo unspecified)
  BAZ2B inh: 56µM*; Pin1 inh: -2%; GLS inh: -1%; ERG-DNA inh: 13%; HP1b chromo inh: ?; PI4K2A inh: -4; G9a inh: 40µM*; JMJD2A Tudor inh: 28µM*; PGK inhibitor: -1%
> CCc1nn(C(CC)C(=O)NCCCN2CC(C)CC(C)C2)c(=O)c2cc3oc(C)cc3n12 (stereo unspecified)
  BAZ2B inh: -5%; Pin1 inh: -7%; GLS inh: -1%; ERG-DNA inh: 0%; HP1b chromo inh: 31%; PI4K2A inh: 4; G9a inh: ?; JMJD2A Tudor inh: -9%; PGK inhibitor: -2%
> COc1ccc(C2=NOC(C(=O)Nc3cccnc3)C2)cc1 (stereo unspecified)
  BAZ2B inh: 5%; Pin1 inh: -6%; GLS inh: 4%; ERG-DNA inh: -1%; HP1b chromo inh: 9%; PI4K2A inh: 5; G9a inh: 1%[12.7 µM]; JMJD2A Tudor inh: -14%; PGK inhibitor: -2%
